Polio RdRp inh: poliovirus RdRp elongation inhibitors, primary screen, biochemical, fluorescence polarization, total intensity. actives 0.66% (n = 150,000). % elongation, % (compound at 16.7 µg/mL). poliovirus polymerase elongation; active compounds read low; in the data active = % elongation below about 90%; also: some results filed as inactive read as strong as hits
Target sequence (P03300 1749-2209 limits assumed): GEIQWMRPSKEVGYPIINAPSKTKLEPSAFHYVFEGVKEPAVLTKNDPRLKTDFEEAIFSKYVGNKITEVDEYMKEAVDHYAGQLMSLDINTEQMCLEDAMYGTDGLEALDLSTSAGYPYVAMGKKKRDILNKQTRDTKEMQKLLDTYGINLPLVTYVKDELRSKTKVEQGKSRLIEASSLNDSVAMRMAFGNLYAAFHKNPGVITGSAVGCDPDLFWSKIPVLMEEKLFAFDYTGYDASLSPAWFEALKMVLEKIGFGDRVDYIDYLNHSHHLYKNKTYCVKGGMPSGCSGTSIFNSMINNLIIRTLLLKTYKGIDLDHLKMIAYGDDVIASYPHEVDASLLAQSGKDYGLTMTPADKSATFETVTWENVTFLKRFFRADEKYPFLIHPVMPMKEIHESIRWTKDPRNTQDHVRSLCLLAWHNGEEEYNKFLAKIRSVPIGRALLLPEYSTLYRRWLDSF
Polio RdRp inh FP z-score: further read-out of Polio RdRp inh, marked with its call; z-score; measured here: FP z-score; hits read low
* marks the source's active call; other numbers are inactive results. Not all compounds are listed. The share of hits here may be higher or lower than overall.

| mol | Polio RdRp inh | Polio RdRp inh FP z-score |
| --- | --- | --- |
| CC1CN(C(=O)N2CCC(C(=O)NCCC3=CCCCC3)CC2)c2ccccc2O1 (stereo not given) | 108 | 0.2 |
| c1ccc(Nc2ncnc3sccc23)cc1 | 108 | 0.5 |
| CC(C)c1ccc(N2C(=O)N(Cc3ccccc3Cl)c3ccccc3S2(=O)=O)cc1 | 107 | 0 |
| COC(=O)c1cc(COC(=O)CNC(=O)C23CC4CC(CC(C4)C2)C3)oc1C | 104 | -0.3 |
| CCCNC(=O)CSc1nnc(-c2ccncc2)n1CCOC | 99 | -0.4 |
| Cc1nc2ccc(NC(=O)N(C(C)C)C(C)C)cc2s1 | 100 | 0 |
| S=C(/N=C(\Nc1ccccc1)c1ccccc1)Nc1ccccc1 | 106 | 0.4 |
| CNC(=S)Nc1ccc(N2CCN(c3ccc(C(F)(F)F)cn3)CC2)nc1 | 103 | 0.1 |
| CCc1cccc(NC(=O)CN(C)S(=O)(=O)c2ccc3c(c2)CCCN3C(C)=O)c1 | 111 | 0.9 |
| CCSC1(SCC)N=C(N)C2(C#N)C(c3ccccc3Br)C12C#N (stereo not given) | 102 | 0.3 |
| Cc1ccc(C(=O)NC2CS(=O)(=O)CC2NC(=O)c2ccc(C)c(Cl)c2)cc1Cl (stereo not given) | 99 | -0.2 |
| CC(Oc1ccc(C#N)cc1)C(=O)N1CC=C(c2ccccc2)CC1 (stereo not given) | 102 | -0.1 |
| CC(C)(C)n1nc2c(c1NC(=O)Nc1ccccc1)CSC2 | 102 | 0.3 |
| Cc1c(CCN)sc2nc(-c3ccc(Cl)cc3)nn12 | 101 | -0.6 |
| COc1ccccc1CNS(=O)(=O)c1cc(Br)cc2c1N(C(=O)C1CC1)CC2 | 106 | 0.5 |
| Cc1cc(C)c(NC(=O)Cn2nnc(-c3nc(-c4ccccc4)no3)c2N)c(C)c1 | 112 | 1.1 |
| O=C(NCC1CCCO1)C1c2ccccc2C(=O)N1CCc1ccccc1 (stereo not given) | 101 | 0.1 |
| COc1ccc(/C=C(/C#N)S(=O)(=O)C2CCCCC2)cc1 | 100 | -0.7 |
| Cn1c2ccccc2c2nnc(SCCC(=O)N3CCCC3)nc21 | 100 | 0 |
| S=C(Nc1ccccc1)N1CCCCC1 | 105 | 0.2 |
| O=C(Oc1ccc(S(=O)(=O)c2ccc(OC(=O)c3cccs3)cc2)cc1)c1cccs1 | 102 | 0 |
| CCOc1ccccc1NC(=O)CSc1nc(=O)[nH]c2c1CCCC2 | 106 | -0.2 |
| Cc1ccc(-n2ncc3c(N4CCC(C)CC4)ncnc32)cc1C | 110 | 0.6 |
| C=C(C)C1CCC2(C)OC(=O)N(Cc3ccccc3)C12C (stereo not given) | 106 | 0.3 |
| CN(c1ccc(O)cc1)S(=O)(=O)c1ccccc1 | 99 | -0.5 |
| CC(=O)NCCc1ccc(S(=O)(=O)Nc2ccc3ncn(C)c(=O)c3c2)cc1 | 99 | -0.5 |
| O=C(Cc1ccc(Cl)cc1)Nc1ccc(-c2nnc3n2CCCCC3)cc1 | 103 | 0.1 |
| CCN(CC)CCN1C(=O)c2ccccc2NC1c1ccc2c(c1)OCO2 (stereo not given) | 102 | 0.2 |
| COC(=O)c1cccc(OCC(O)CNCCC2=CCCCC2)c1 (stereo not given) | 95 | -0.8 |
| CCOC(=O)c1cc2c(=O)n3ccccc3nc2n(CCCOC)c1=NC(=O)c1c(-c2ccccc2Cl)noc1C | 103 | -0.5 |

A different layout for some results above.
Below each SMILES: Polio RdRp inh | Polio RdRp inh FP z-score
- Cc1c(CCN)sc2nc(-c3ccc(Cl)cc3)nn12
 : 101 | -0.6
- COc1ccccc1CNS(=O)(=O)c1cc(Br)cc2c1N(C(=O)C1CC1)CC2
 : 106 | 0.5
- Cc1cc(C)c(NC(=O)Cn2nnc(-c3nc(-c4ccccc4)no3)c2N)c(C)c1
 : 112 | 1.1
- O=C(NCC1CCCO1)C1c2ccccc2C(=O)N1CCc1ccccc1 (stereo not given)
 : 101 | 0.1
- COc1ccc(/C=C(/C#N)S(=O)(=O)C2CCCCC2)cc1
 : 100 | -0.7
- Cn1c2ccccc2c2nnc(SCCC(=O)N3CCCC3)nc21
 : 100 | 0

Reformatted as labelled records: 2 of the compounds above.
> CN(c1ccc(O)cc1)S(=O)(=O)c1ccccc1
  Polio RdRp inh: 99	Polio RdRp inh FP z-score: -0.5

> CC(=O)NCCc1ccc(S(=O)(=O)Nc2ccc3ncn(C)c(=O)c3c2)cc1
  Polio RdRp inh: 99	Polio RdRp inh FP z-score: -0.5

Later entries
| mol | Polio RdRp inh | Polio RdRp inh FP z-score |
| --- | --- | --- |
| Cc1oc(-c2cccc(Cl)c2)nc1CN1CCCC(C(=O)NCc2ccc(F)cc2)C1 (stereo not given) | 107 | 0.3 |
| N#CC1=C(N)OC2=C(C(=O)CCC2)C1c1c(F)cccc1Cl (stereo not given) | 100 | -0.3 |
| CSc1ccccc1NC(=O)CCS(=O)(=O)c1nc(-c2cccs2)cc(C(F)(F)F)n1 | 109 | 0.7 |
| CN(C(=O)Nc1ccccc1)C1CCS(=O)(=O)C1 (stereo not given) | 99 | -0.7 |
| COC(=O)c1cc(C)sc1N | 100 | -1 |
| COc1ccc(-c2nnc(C3CCN(C(=O)c4c(F)cccc4F)CC3)o2)cc1 | 104 | 0.6 |
| CNC(=O)COc1ccc(Nc2nnc(-c3ccc(C)c(S(=O)(=O)NC(C)(C)C)c3)c3ccccc23)cc1 | 108 | 0.6 |
| CCn1c(=NC(=O)C2CC2)sc2c(OC)ccc(OC)c21 | 106 | 0.9 |
| CCOc1ccc(-c2ccc(CO)o2)cc1N | 106 | 0.3 |
| O=C(COc1ncnc2c1cnn2-c1ccccc1)N1CCN(S(=O)(=O)c2ccc(Cl)cc2)CC1 | 107 | 0.5 |
| CCOc1ccc(NC(=O)c2c(NCc3cc(OC)c(OC)cc3OC)sc3c2CCCC3)cc1 | 109 | 0.6 |
| COC(=O)C(C)NC(=O)N1CCC2(CC1)NC(=O)c1ccccc1O2 (stereo not given) | 101 | 0.2 |
| CCCCc1ccc(NC(=O)CC)c(C)c1 | 100 | -0.1 |
| O=c1ccc2ccccc2n1Nc1ccc(Br)cc1 | 102 | 0.3 |
| Cc1cc(C(F)F)n2nc(C(=O)Nc3cc(Cl)ccc3C)nc2n1 | 107 | 0.7 |
| COc1ccc(C2CC(=O)c3cc(-c4nc(-c5cccc([N+](=O)[O-])c5)cs4)c(=O)n(-c4cccc(C)c4)c3C2)cc1 (stereo not given) | 107 | 0.2 |
| Cc1ccc2c(c1)CCCN2C(=O)Nc1cccc(C)c1C | 102 | -0.2 |
| CCC(=O)N1CCc2cc(Br)cc(S(=O)(=O)N3CCCC(C(=O)NCc4ccccc4)C3)c21 (stereo not given) | 102 | -1.1 |
| Cc1ccc2onc(CNC(=O)NC3CCCC(C)C3C)c2c1 (stereo not given) | 100 | -0.5 |
| O=C(O)CCCn1nc(C(F)(F)F)c2c1CCCCC2 | 106 | 0.4 |
| CC1=C(C(=O)OCC(F)(F)F)C(c2ccccc2)NC(=O)N1 (stereo not given) | 101 | -0.1 |
| COC(=O)COc1ccc2c(=O)c(-c3ccc(Cl)cc3)coc2c1 | 101 | 0 |
| COC(=O)C(C)N(C#N)c1nc(N(C)C)nc(N(C)C)n1 (stereo not given) | 102 | 0.1 |
| COCc1nnc(NC(=O)c2ccc3c(c2)OCO3)s1 | 100 | -0.6 |
| O=c1oc2cc(OCc3ccc(Cl)cc3)ccc2c2c1CCC2 | 101 | -0.1 |
| CCCn1c(SCC(=O)N(CC)C2=CCCCC2)n[nH]c1=O | 102 | 0 |
| Oc1cccc(N=Cc2cc(Br)ccc2O)c1 | 104 | 0.1 |
| c1ccc2c(c1)NCC1CCCN21 (stereo not given) | 104 | 0.6 |
| CCCCc1ccc(/C(C)=C/C(=O)O)cc1 | 101 | -0.2 |
| O=C(NCCc1ccccc1)c1ccc(N2CCCCS2(=O)=O)cc1 | 105 | 0.2 |
| Cc1cc(NS(=O)(=O)c2cn(C)c(C)n2)ccc1Br | 112 | 1.3 |
| Cc1oc(-c2ccccc2Cl)nc1CSCC(=O)O | 104 | 1 |
| O=C(Cn1ncc2c(=O)oc3ccccc3c21)Nc1ccccc1F | 102 | 0.6 |
| CC(C)Cc1ccc(-c2cc(=O)[nH][nH]2)cc1 | 97 | -0.5 |
| Cc1cc(-c2ccc(N3C(=O)CCC3=O)c(C)c2)ccc1N1C(=O)CCC1=O | 103 | 0.2 |
| Cc1c(Cl)cccc1N1C(=O)C=CC1=O | 102 | 0.2 |
| S=C(NCc1ccccc1)NN=C1CCCC1 | 102 | 0 |
| CC(C)[C@H](NS(=O)(=O)c1ccc2c(c1)OCCO2)C(=O)NC1CCCCCC1 | 103 | -0.1 |
| CCc1ccc(NC(=O)c2cnn(-c3c(C)cccc3C)c2C2CCNCC2)cc1 | 102 | -0.1 |
| O=C(CN1C(=O)CC(c2ccccc2)Sc2ccccc21)Nc1cccc(Cl)c1 (stereo not given) | 103 | -0.6 |
| CC1=CC(=O)C=CC1=N/C(=N\S(=O)(=O)c1ccc(C)cc1)c1ccccc1 | 102 | 0 |
| COCCN1C(=O)c2oc3ccccc3c(=O)c2C1c1ccc(OC)c(OC)c1 (stereo not given) | 101 | 0 |
| Cc1c(Cl)cccc1NC(=O)c1ncn(-c2ccccc2)n1 | 109 | 1.2 |
| Cc1nc(N)sc1Cc1ccc2c(c1)OCO2 | 109 | 0.4 |
| Cc1cccc2nc(-c3cccc(NC(=O)C(C)C)c3)cn12 | 99 | -0.7 |
| Cc1[nH]cnc1CN1CCN(C/C=C/c2ccccc2)CC1 | 102 | 0.9 |
| COc1ccc(NCC(=O)N/N=C/c2c(C)nn(-c3ccccc3)c2N2CCCC2)cc1 | 103 | 0.3 |
| O=C(c1ccc(Br)o1)N1CCN(c2ccccc2F)CC1 | 98 | -1.5 |
| Cc1cc(NC(=O)C(C)(C)C)no1 | 102 | 0.1 |
| Clc1ccc(NCn2nnc3ccccc32)cc1 | 108 | 0.6 |
| CN1C(=O)CSc2ccc(NC(=O)N3CCN(c4ccccc4)CC3)cc21 | 104 | 0.6 |
| CCOC(=O)c1cc(-c2cccs2)nn1-c1ccc(F)cc1 | 104 | 0.5 |
| Fc1ccc(-c2nc3ccc4ccccc4c3c3c2CCC3)cc1 | 97 | -0.8 |
| Cc1c(C(=O)Nc2ccc(F)c(F)c2)oc2ccc(S(=O)(=O)N3CCC4(CC3)OCCO4)cc12 | 114 | 0.9 |
| CCOc1ccc(CNC(=O)CCC(=O)N2CCSc3ccccc32)cc1 | 104 | -0.6 |
| COCc1cc(C)nc2sc(C(=O)Nc3ccc4c(c3)OCO4)c(N)c12 | 102 | 0.6 |
| Cc1cccc(N2CCN(C(=O)C3CCCN(S(=O)(=O)c4ccc5c(c4)oc(=O)n5C)C3)CC2)c1C (stereo not given) | 107 | 0 |
| CCOc1ccc(CCNC(=O)c2cc3c(=O)[nH]c4ccc(C)cc4c3s2)cc1OCC | 110 | 0.7 |
| O=C(O)CCCn1cc(NC(=O)CCc2ccccc2)cn1 | 102 | 0 |
| COc1cccc(N2CCN(C(=O)C3CCN(S(=O)(=O)c4cccc5nonc45)CC3)CC2)c1 | 110 | 0.7 |

Further compounds follow:
| mol | Polio RdRp inh | Polio RdRp inh FP z-score |
| --- | --- | --- |
| Cc1cc(NC(=O)Nc2nnc(N3CCCCCC3)s2)ccc1Br | 111 | 0.8 |
| O=C(NCCO)c1ccc(N2C(=O)CCC2=O)cc1 | 102 | 0.6 |
| Cc1onc(-c2ccccc2)c1-c1nc(CSc2nc3ccccc3[nH]2)no1 | 108 | 0.8 |
| Cc1csc(=O)n1CC(=O)OCc1nnc(-c2ccc(Cl)cc2)o1 | 101 | -0.1 |
| O=C(CN1CC(C(=O)N2CCOCC2)Oc2ccccc21)NCCc1c[nH]c2ccccc12 (stereo not given) | 102 | 0.2 |
| COC(=O)c1cc2cccc(OC)c2oc1=O | 101 | 0.4 |
| O=C(c1ccc2nc[nH]c2c1)N1CCc2ccccc2C1 | 102 | -0.1 |
| CCOc1ccc2nc(NC(=O)c3nc(SC)ncc3Cl)sc2c1 | 116 | 0.1 |
| COc1cc(OC)c(C(=O)OCC(=O)c2ccc3c(c2)NC(=O)CO3)cc1OC | 100 | -0.2 |
| Cc1ccc(N2CC(C(=O)NCc3ccccn3)CC2=O)cc1 (stereo not given) | 104 | 0.1 |
| COc1ccc(NC2CS(=O)(=O)CC2NCc2ccco2)cc1 (stereo not given) | 107 | 0.5 |
| Cc1ccc(NC(=O)Cn2c(-c3ccc4c(c3)OCO4)cn(-c3ccccc3)c2=O)cc1 | 113 | 0.2 |
| CN1CCN(c2ccc(Cl)cc2NC(=O)c2cccc(S(=O)(=O)N3CCc4ccccc43)c2)CC1 | 108 | 0.5 |
| Cn1cccc1C=Nc1ccc(S(N)(=O)=O)cc1 | 103 | 0.7 |
| COCc1c(Br)c(C)nc2oc(C(=O)c3ccccc3)c(N)c12 | 104 | 0.7 |
| O=C(NCC(c1cccs1)S(=O)(=O)c1cccs1)c1ccc(F)c(F)c1 (stereo not given) | 107 | -0.1 |
| CC1=C(C(=O)Nc2cccc(Cl)c2C)C(c2ccc(F)cc2)NC(=S)N1 (stereo not given) | 97 | -0.9 |
| COc1cccc(C2(O)CCN(C(=O)Cc3ccc(OC)c(OC)c3)CC2)c1 | 106 | 1.4 |
| CCCc1cc2c(c(N)n1)c(=O)oc1ccccc12 | 99 | -0.7 |
| Cn1c(=O)c(=O)n(C)c2cc(S(=O)(=O)CCC(=O)NCc3ccccc3)ccc21 | 102 | 0.1 |
| Cc1cccc2c1-c1sc(C(=O)Nc3ccc(F)cc3F)cc1CO2 | 104 | -0.1 |
| O=C(CC12CC3CC(CC(C3)C1)C2)Nc1noc2ccccc12 | 101 | -0.1 |
| CC(=O)Nc1ccc(C(=O)OCC(=O)c2ccc(Cl)cc2Cl)cc1 | 101 | -0.5 |
| Cn1c(=O)c(C#N)c(O)c2ccccc21 | 99 | -0.6 |
| CC1CCCN(C(=O)Cn2c3ccccc3c3nc4n(c(=O)c32)CCS4)C1 (stereo not given) | 100 | -0.6 |
| Cc1ccc(C)c(NC(=O)CN(C)S(=O)(=O)c2cccc3nsnc23)c1 | 107 | 0.5 |
